# Source: PubChem BioAssay
# M1 PAM parental = nonselective calcium activators in parental CHO-K1 cells, primary screen, counter-screen for M1 PAM project, cell-based, Fluo-8 calcium fluorescence, full deck, 1536-well | ATP EC20; 0% at ATP EC20, 100% at ATP max | activation, % at 3 µM | 360,000 compounds, 0.02% hits;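 active = activation above the run cutoff, the mean activation of all test compounds plus 3 SD, cut at about 40% in these data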;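 also: peak over basal fluorescence ratio in a 140 s read after ATP addition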
# M5 ag = human M5 muscarinic receptor agonists, primary screen, CHO-K1 cells, Fluo-8 calcium fluorescence | 360,000 compounds, 0.19% hits | CHO-K1 hM5 cells; 0% DMSO wells, 100% maximal acetylcholine response | Muscarinic acetylcholine receptor M5 (Homo sapiens), P08912 | activation, % at 3 µM;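 active = activation above the run's mean over test compounds plus 3 SD, cut at about 23% in these data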;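 also: signal is peak over basal fluorescence ratio across the kinetic read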
# Target sequence (P08912 whole entry, looked up): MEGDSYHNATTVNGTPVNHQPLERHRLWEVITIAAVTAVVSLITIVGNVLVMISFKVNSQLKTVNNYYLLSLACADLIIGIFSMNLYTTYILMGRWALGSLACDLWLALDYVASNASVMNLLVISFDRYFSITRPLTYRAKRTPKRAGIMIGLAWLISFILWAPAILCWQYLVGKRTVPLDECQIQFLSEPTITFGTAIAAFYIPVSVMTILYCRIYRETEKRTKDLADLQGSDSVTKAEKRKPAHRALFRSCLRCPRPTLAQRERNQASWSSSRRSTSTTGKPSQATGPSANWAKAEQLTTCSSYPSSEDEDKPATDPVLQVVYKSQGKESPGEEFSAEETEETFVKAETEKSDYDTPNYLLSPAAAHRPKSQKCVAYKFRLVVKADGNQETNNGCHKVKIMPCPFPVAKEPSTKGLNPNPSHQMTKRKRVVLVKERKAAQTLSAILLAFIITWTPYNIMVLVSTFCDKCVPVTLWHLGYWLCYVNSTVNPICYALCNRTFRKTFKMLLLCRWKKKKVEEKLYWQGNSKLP
# CRFBP-R2 agonist = agonists of CRF-BP/CRF-R2 complex, primary screen, cell-based, HEK293, calcium dye fluorescence, uHTS | CRF-binding protein / CRF receptor 2 complex (human) | calcium dye fluorescence (FLIPR); percent of saturating CRF peptide response | activation, % at 13.2 µM | 350,000 compounds, 0.46% hits;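 active = activation of at least 50%, plus an integration ratio under a set limit after plate pattern correction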;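 also: plate controls were neutral control wells without compound for no effect and CRF at EC100 for full effect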
# TAAR1 antag = human TAAR1 antagonists, primary screen, Fluo-8 calcium fluorescence, CHO RD-HGA16 cells | AID 624466, 2012 | 360,000 compounds, 1.5% hits | inhibition, % at 3 µM | antagonist | Trace amine-associated receptor 1 (Homo sapiens), Q96RJ0;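 active = inhibition above a per-plate cutoff, the mean inhibition of test compounds on that plate plus 3 SD, cut at about 49% in these data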;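 also: 0% = DMSO plus EC80 beta-PEA response and 100% = DMSO alone without agonist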
# Target sequence (Q96RJ0 whole entry, looked up): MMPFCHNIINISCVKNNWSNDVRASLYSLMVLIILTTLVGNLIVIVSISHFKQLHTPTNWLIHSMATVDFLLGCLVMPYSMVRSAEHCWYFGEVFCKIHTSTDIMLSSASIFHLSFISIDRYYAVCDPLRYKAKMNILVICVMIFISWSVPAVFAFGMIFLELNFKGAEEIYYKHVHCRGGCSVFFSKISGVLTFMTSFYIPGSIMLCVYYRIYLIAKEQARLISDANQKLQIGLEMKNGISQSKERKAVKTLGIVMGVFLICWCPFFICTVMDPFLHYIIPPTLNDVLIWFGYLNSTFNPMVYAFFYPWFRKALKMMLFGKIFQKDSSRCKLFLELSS
#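 test system = CHO RD-HGA16 cells bearing hTAAR1 | replication = singlicate | controls = DMSO-only wells and EC80 β-PEA-stimulated wells | reagent = EC80 β-phenethylamine stimulus | read-out basis = percent inhibition of PEA-evoked calcium signal, max/basal emission ratio | schedule = seeding 17-24 h prior, 75-min 37 °C, 30-min RT dye loading | signal = kinetic Fluo-8 calcium fluorescence measurement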
# CRFBP-R2 block = antagonists of CRF-BP/CRF-R2 complex, primary screen, cell-based, HEK293, calcium dye fluorescence, uHTS. CRF-induced calcium fluorescence. inhibition, % at 11.8 µM. AID 588475, 2011. 350,000 compounds, 0.59% hits;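 active = inhibition of the ligand-induced calcium signal above about 50% at the single tested concentration, limit read from the data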
# M5 antag = human M5 muscarinic receptor antagonists, primary screen, CHO cells, Fluo-8 calcium fluorescence. inhibition, % at 3 µM. Muscarinic acetylcholine receptor M5 (Homo sapiens), P08912. CHO-hM5 cells, ACh EC80. 360,000 compounds, 0.59% hits;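 active = inhibition above a per-plate cutoff, the mean of that plate's test compounds plus 3 SD, cut at about 27% in these data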;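 also: 0% = acetylcholine EC80 with DMSO and 100% = DMSO without agonist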
# CHRM4 PAM = human M4 muscarinic receptor positive allosteric modulators, primary screen, CHO-K1 cells, Fluo-8 calcium fluorescence; Muscarinic acetylcholine receptor M4 (Homo sapiens), P08173; CHO-K1 hM4/Gqi5, ACh EC20; 0% = ACh EC20, 100% = maximal ACh; activation, % at 3 µM; 360,000 compounds, 0.4% hits; AID 624126, 2012;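 active = activation above its plate's cutoff, the mean activation of sample wells plus 3 SD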; also: some results filed as inactive read as strong as hits
# TAAR1 ag = human TAAR1 agonists, primary screen, Fluo-8 calcium fluorescence, CHO RD-HGA16 cells; Trace amine-associated receptor 1 (Homo sapiens), Q96RJ0; vehicle wells 0%, saturating PEA agonist 100%; activation, % at 3 µM; 360,000 compounds, 0.99% hits; AID 624467, 2012;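 active = activation above the mean activation of all test compounds in the run plus 3 SD, cut at about 38% in these data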
#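 Signal – calcium-sensitive Fluo-8 signal, excitation 470-495, emission 515-575 nm · System – RD-HGA16 (CHO) cells co-expressing Gα16 and hTAAR1 · Incubation – 17-24 h seeding, 75 min 37 °C dye, 30 min RT · Compound dosing – 3 µM single concentration · Repeats – no replicates (n 1)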
# CHRM5 PAM = human M5 muscarinic receptor positive allosteric modulators, primary screen, CHO-K1 cells, Fluo-8 calcium fluorescence; Muscarinic acetylcholine receptor M5 (Homo sapiens), P08912; CHO-K1 hM5, ACh EC20 PAM; 0% = ACh EC20, 100% = ACh EC100; activation, % at 3 µM; 360,000 compounds, 0.3% hits; AID 624038, 2012;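 active = activation above the run cutoff, the mean activation of all test compounds plus 3 SD, cut at about 18% in these data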
#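 System – CHO-K1 hM5 cells · Compound – 3 µM, single dose · Incubation – compound preincubation 140 s before EC20 acetylcholine addition · Technique – Fluo-8 calcium fluorescence · Measure – Max/basal fluorescence ratio as % of EC20–EC100 ACh window · Benchmarks – low control EC20 acetylcholine (0%), high control EC100 acetylcholine (100%) · Replication – singlicate, one well per test compound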
# Active calls of the source: *; . = no result given. The order is random (roughly 4.2% active in at least one column).
SMILES,M1 PAM parental,M5 ag,CRFBP-R2 agonist,TAAR1 antag,CRFBP-R2 block,M5 antag,CHRM4 PAM,TAAR1 ag,CHRM5 PAM
COc1nc(OC)nc(N2CCC(NC(=O)C(Cc3ccc(C(C)C)cc3)NC(C)=O)CC2)n1 (stereo not drawn),17,-7,1.4,5,15,5,0,1,-1
Cc1cccc(OC(C)C(=O)N/N=C\c2ccncc2)c1 (stereo not drawn),10,-4,-3.0,-5,-3,2,2,7,-11
CC(C)C(=O)N1CCN(c2c(Cl)cccc2[N+](=O)[O-])CC1,8,-2,-0.8,-14,28,-3,-2,16,1
Cn1c(OCc2ccc3c(c2)OCO3)nc2c1c(=O)n(Cc1cccc(Cl)c1)c(=O)n2C,12,2,0.6,-8,11,2,-4,6,0
COc1cc(Cl)c(C)cc1NC(=O)c1cccc(OC)c1OC,3,-5,2.3,0,-13,-3,13,0,-6
CN(C)/C=C/c1c([N+](=O)[O-])c2ccc(O)cc2n1-c1ccccc1,4,-2,-3.9,-15,2,2,-4,0,3
Cc1ccccc1C(=O)N1CCC(C(=O)N2CCCc3ccccc32)CC1,28,11,16,4,-19,5,3,13,-1
CC(C)CCN(C(=O)CCCSc1nc2ccccc2[nH]1)c1c(N)n(Cc2ccccc2)c(=O)[nH]c1=O,9,3,-1.6,-11,-7,6,15,0,-6
Cc1sc2ncnc(N3CCCCC3)c2c1C,-6,4,-0.8,-7,-15,0,8,24,-6
Cc1cccc(NC(=O)CN2C(=O)N/C(=C\c3ccc(-c4cccc(C(=O)O)c4)o3)C2=O)c1,14,3,-1.1,-43,7,0,-1,3,2
Nc1cc(-c2ccc(Cl)cc2)nn1-c1ccccc1,3,-5,-0.6,-4,-2,-9,7,1,10
O=C(Nc1cc(N2CCOCC2)ncn1)c1ccc(F)cc1,0,1,-0.9,0,6,-2,-2,1,0
O=C(O)CCC(=O)NCc1ccc(C(=O)O)cc1,-5,-1,0.8,-3,10,-5,1,9,4
CCC(=O)N(CCc1ccccc1)Cc1cc2cccc(C)c2[nH]c1=O,15,-3,18,6,-28,15,0,11,5
NS(=O)(=O)c1cccc(NC(=O)Cn2cnc3ccccc3c2=O)c1,5,0,0.7,1,3,-2,6,9,6
COc1ccc(C2(C(=O)NCCCN3CCOCC3)CCOCC2)cc1,-5,-2,0.9,-3,4,-8,1,1,4
CC1=C/C(=N\N=C2\NC(=O)C(CC(=O)Nc3ccccc3F)S2)CC(C)(C)C1 (stereo not drawn),12,1,0.1,-20,-50,-4,2,3,1
C[C@H](CO)N1C[C@H](C)[C@@H](CN(C)C(=O)Nc2ccccc2)Oc2cc(Br)ccc2S1(=O)=O,10,0,-0.3,9,9,2,-1,2,2
CN1C(=O)c2ccccc2NC(=O)[C@]12O[C@@H]2c1cccc(O)c1,-6,5,9.5,-3,-11,6,-5,1,-2
COc1ccc(C2=NO[C@@H]3[C@@H]4C[C@@H]([C@H]5C(=O)N(C)C(=O)[C@@H]45)[C@H]23)cc1,18,0,-1.0,-1,2,-8,-2,3,7
O=C(OC1CCCCC1)c1ccc(NC(=O)C2CCCCC2)cc1,-5,-3,7.6,20,-16,16,-4,12,-2
COc1ccc(N2CCN(C(=O)COC(=O)c3ccc(Cl)nc3)CC2)cc1,13,2,-0.7,10,6,-6,8,0,2
Cc1ccccc1-n1nc(-c2cccnc2)cc1C(=O)NN,-11,-7,0.8,8,-4,17,-24,-1,-8
CS(=O)(=O)Nc1cccc(NC(=O)c2ccc(-c3ccc(F)c(F)c3)c3ccoc23)c1,-6,2,.,37,.,13,-7,4,-5
COc1ccccc1-c1nnc(C2CCN(S(=O)(=O)c3cccc([N+](=O)[O-])c3)CC2)o1,-10,-5,-1.4,14,0,17,-11,5,-8
O=C1CCCCC1S(=O)(=O)c1ccccc1 (stereo not drawn),21,-2,-0.5,-14,4,6,-3,6,-1
O=c1c2cccnc2[nH]c(=S)n1Cc1ccccc1,13,-1,0.3,7,3,2,0,8,-1
O=C(CSc1cccc(C(F)(F)F)c1)N1CCN(S(=O)(=O)c2ccccc2)CC1,0,2,0.2,6,18,4,-6,15,-5
COC(=O)c1ccccc1CC1SC(N)=NC1=O (stereo not drawn),2,-3,0.8,9,-3,0,-4,2,13
Cc1cnc(CNC(=O)c2csc(COCCO)n2)cn1,10,0,.,15,.,-1,5,1,-1
CC(C)(C)NC(=O)C(Cc1ccccc1)N1C(=O)c2ccccc2C1=O (stereo not drawn),21,-1,-1.4,-34,26,13,-1,-2,-1
CN(Cc1ccco1)C(=O)Cn1c(=O)oc2cc(S(=O)(=O)NCc3ccccc3)ccc21,5,4,3.4,-6,0,1,-1,7,-5
NC(=O)Cc1ccc(C(=O)c2ccc(Cl)cc2)s1,3,0,0.7,13,3,-7,4,1,-10
Cc1ccc(Cn2c(N)nc3ccccc32)cc1,0,2,-0.2,0,9,3,-9,5,-6
COc1cccc(N2CCN(C(=O)c3cc4c(s3)CCCCC4)CC2)c1,16,-4,-1.2,-5,17,-2,4,-1,-1
O=C(Nc1ccc(SC(F)F)cc1)c1ccc(F)cc1,11,-6,1.3,18,-7,3,-2,5,-2
Cc1cc(C)c(N(C(=O)c2csnn2)C(C(=O)NC2CCCC2)c2ccncc2)c(C)c1 (stereo not drawn),20,-1,1.3,8,0,-1,9,-4,4
COC(=O)Nc1ccc2ncn(C)c(=O)c2c1,22,3,-0.8,-19,9,4,-7,2,-4
COc1ccc(-c2nn(CCC#N)cc2/C=N/O)cc1,23,1,-3.3,-8,2,-2,0,0,4
Cc1cc(C(=O)N[C@H](c2ccccc2)[C@@]2(C)C[C@@H]2[C@@H](C)C(=O)Nc2ccc3ccccc3c2)no1,14,4,-0.6,53*,-11,16,0,21,-13
CCCCNC(=S)N1CCN(c2ccc(C(C)=O)cc2)CC1,-2,1,0.4,16,2,10,-11,3,-8
COc1ccc(S(=O)(=O)N2CCOCC2)cc1NC(=O)COC(=O)CCOc1ccc(C)cc1,-13,1,-1.5,16,-7,2,1,2,0
O=C(CSc1n[nH]c(-c2ccccc2F)n1)Nc1cc(F)ccc1F,14,0,-0.8,-2,0,7,0,5,2
CCN(CC)CCCNC(=O)CNC(=S)N(CCCN1CCOCC1)Cc1cccs1,11,-1,2.7,-10,0,13,-4,1,-1
C=CCN1CN=C(NS(=O)(=O)c2ccc(NC(C)=O)cc2)NC1,14,0,1.4,8,8,2,5,-1,-3
O=C(N/N=C/c1cc([N+](=O)[O-])ccc1O)C1CC1,-5,1,-2.3,9,3,-7,10,-4,0
CCOc1cc(C(=O)NC(=S)Nc2cccnc2)cc(OCC)c1OCC,18,-7,-0.1,0,11,1,4,10,-8
COc1ccc(-c2cc(CCCC(=O)NCCc3cc(OC)ccc3OC)no2)cc1,-4,0,-2.7,19,-10,3,0,6,-15
COc1ccccc1CCc1nnc(CCC(=O)N(C)Cc2ccncc2C)o1,8,-1,2.5,2,13,-5,8,0,3
Cc1ncc(CN2CCN(CCC(C)C)C(CCO)C2)s1 (stereo not drawn),-10,-4,-1.4,12,8,-1,-1,6,-1
COc1cccc(C=NNC(=O)c2ccncc2)c1O,20,3,2.5,11,-8,6,5,0,-2
COc1cccc(NC(=O)Cn2c3ccc(F)cc3c3nc4n(c(=O)c32)CCCS4)c1,5,-5,-0.1,-10,-5,4,-3,1,-4
O=C(NCCCN1CCOCC1)c1cc(-c2cccc(Br)c2)nc2ccccc12,-13,-3,-1.0,33,-5,11,-6,10,-7
Cc1ccc(NC(=O)Cn2nnc(C(=O)NCc3cccs3)c2N)cc1,21,2,0.2,-2,1,-6,-1,13,2

# Of the compounds above, 13 contain an aryl methoxy group:
SMILES,M1 PAM parental,M5 ag,CRFBP-R2 agonist,TAAR1 antag,CRFBP-R2 block,M5 antag,CHRM4 PAM,TAAR1 ag,CHRM5 PAM
COc1nc(OC)nc(N2CCC(NC(=O)C(Cc3ccc(C(C)C)cc3)NC(C)=O)CC2)n1 (stereo not drawn),17,-7,1.4,5,15,5,0,1,-1
COc1cc(Cl)c(C)cc1NC(=O)c1cccc(OC)c1OC,3,-5,2.3,0,-13,-3,13,0,-6
COc1ccc(C2(C(=O)NCCCN3CCOCC3)CCOCC2)cc1,-5,-2,0.9,-3,4,-8,1,1,4
COc1ccc(C2=NO[C@@H]3[C@@H]4C[C@@H]([C@H]5C(=O)N(C)C(=O)[C@@H]45)[C@H]23)cc1,18,0,-1.0,-1,2,-8,-2,3,7
COc1ccc(N2CCN(C(=O)COC(=O)c3ccc(Cl)nc3)CC2)cc1,13,2,-0.7,10,6,-6,8,0,2
COc1ccccc1-c1nnc(C2CCN(S(=O)(=O)c3cccc([N+](=O)[O-])c3)CC2)o1,-10,-5,-1.4,14,0,17,-11,5,-8
COc1cccc(N2CCN(C(=O)c3cc4c(s3)CCCCC4)CC2)c1,16,-4,-1.2,-5,17,-2,4,-1,-1
COc1ccc(-c2nn(CCC#N)cc2/C=N/O)cc1,23,1,-3.3,-8,2,-2,0,0,4
COc1ccc(S(=O)(=O)N2CCOCC2)cc1NC(=O)COC(=O)CCOc1ccc(C)cc1,-13,1,-1.5,16,-7,2,1,2,0
COc1ccc(-c2cc(CCCC(=O)NCCc3cc(OC)ccc3OC)no2)cc1,-4,0,-2.7,19,-10,3,0,6,-15
COc1ccccc1CCc1nnc(CCC(=O)N(C)Cc2ccncc2C)o1,8,-1,2.5,2,13,-5,8,0,3
COc1cccc(C=NNC(=O)c2ccncc2)c1O,20,3,2.5,11,-8,6,5,0,-2
COc1cccc(NC(=O)Cn2c3ccc(F)cc3c3nc4n(c(=O)c32)CCCS4)c1,5,-5,-0.1,-10,-5,4,-3,1,-4

# Single records, as listed above:
# Shown for CCCCNC(=S)N1CCN(c2ccc(C(C)=O)cc2)CC1 = M1 PAM parental: -2; M5 ag: 1; CRFBP-R2 agonist: 0.4; TAAR1 antag: 16; CRFBP-R2 block: 2; M5 antag: 10; CHRM4 PAM: -11; TAAR1 ag: 3; CHRM5 PAM: -8
# Shown for Cc1ncc(CN2CCN(CCC(C)C)C(CCO)C2)s1 (stereo not drawn) = M1 PAM parental: -10; M5 ag: -4; CRFBP-R2 agonist: -1.4; TAAR1 antag: 12; CRFBP-R2 block: 8; M5 antag: -1; CHRM4 PAM: -1; TAAR1 ag: 6; CHRM5 PAM: -1
